Apaf1 inhib: inhibitors of human Apaf-1 apoptosome, primary screen, biochemical, DEVD-Rh110 fluorescence, uHTS. Apoptotic protease-activating factor 1 (Homo sapiens), O14727. reconstituted apoptosome caspase-3 activity. inhibition, % at 20 µM. 0.71% of 330,000 active; active = inhibition of at least 40% at 20 µM;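 also: plate controls were DMSO wells for no effect and DEVD-CHO caspase inhibitor wells for full effect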
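Medium: Hepes buffer, pH 7.5 / System: biochemical Apaf-1 apoptosome reconstitution / Measured by: Rh110 fluorescence, excitation 480 nm, emission 540 nm / Times: compound with Apaf-1, dATP, procaspase-3 30 min, then 50 min reaction, room temperature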
SENP1 FRET inh: human SENP1 catalytic domain inhibitors, primary screen, biochemical, FRET, uHTS | recombinant SENP1 catalytic domain, CyPet-SUMO1-YPet FRET cleavage | inhibition, % at 10 µM | 0.21% of 360,000 active;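 active = inhibition at least 30% at 10 µM, raw YFP signal under a set limit, fluorescence ratio 0.5 to 1.5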;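 also: 0% = enzyme with DMSO and 100% = no enzyme wells; some results filed as inactive read as strong as hits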
Target sequence (Q9P0U3 419-644 limits assumed): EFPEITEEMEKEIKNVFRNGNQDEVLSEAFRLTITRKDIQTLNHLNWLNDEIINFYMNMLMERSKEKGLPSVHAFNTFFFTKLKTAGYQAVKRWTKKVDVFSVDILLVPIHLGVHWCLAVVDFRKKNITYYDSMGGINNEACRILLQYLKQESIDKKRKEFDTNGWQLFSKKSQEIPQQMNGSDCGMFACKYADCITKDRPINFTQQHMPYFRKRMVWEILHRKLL
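system = hSENP1 catalytic domain, recombinant | reagent = SFCypet-SUMO1-SFYpet substrate at 25 nM | doses = one dose per compound, 10 µM, 0.5% DMSO | incubation = enzyme reaction for 50 min at room temperature, dark | measured by = FRET, CFP and YFP emission | controls = no-enzyme low, enzyme-DMSO high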
SENP7 inh: SENP7 protease inhibitors, primary screen, biochemical, luminescence, uHTS; Sentrin-specific protease 7 (Homo sapiens), Q9BQF6; inhibition, % at 5 µM; recombinant SENP7, Z-RLRGG-aminoluciferin luminescence, 40 min; 1.5% of 330,000 active;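 active = inhibition above about 50% at the single test dose, limit read from the data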;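 also: plate controls were DMSO with enzyme for no effect and no enzyme buffer wells for full effect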
Target sequence (Q9BQF6 706-1050 limits assumed): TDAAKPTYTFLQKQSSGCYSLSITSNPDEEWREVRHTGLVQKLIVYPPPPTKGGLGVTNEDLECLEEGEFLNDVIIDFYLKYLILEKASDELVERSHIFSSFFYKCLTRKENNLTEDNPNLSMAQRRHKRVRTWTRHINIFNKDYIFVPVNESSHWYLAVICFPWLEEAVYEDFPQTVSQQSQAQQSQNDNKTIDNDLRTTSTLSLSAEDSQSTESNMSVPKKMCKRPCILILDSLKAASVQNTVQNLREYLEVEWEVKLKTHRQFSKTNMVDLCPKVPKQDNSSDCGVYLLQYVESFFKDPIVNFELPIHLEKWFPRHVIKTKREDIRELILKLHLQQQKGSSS
PfG6PD inh: PfG6PD enzyme inhibitors, primary screen, biochemical, fluorescence intensity, uHTS. AID 504690, 2011. inhibition, % at 20 µM. PfGluPho enzyme, NADPH resazurin-diaphorase fluorescence. 0.78% of 350,000 active. glucose-6-phosphate dehydrogenase-6-phosphogluconolactonase (Plasmodium falciparum 3D7);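 active = inhibition reaching at least a set limit at 20 µM in the primary screen, cut at about 59% in these data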;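 also: 0% = DMSO wells with substrate and 100% = DMSO wells lacking glucose-6-phosphate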
SENP6 block: SENP6 protease inhibitors, primary screen, biochemical, luminescence, uHTS; Sentrin-specific protease 6 (Homo sapiens), Q9GZR1; 1.8% of 330,000 active; Recombinant SENP6 catalytic domain, aminoluciferin luminescence; inhibition, % at 10 µM;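 active = inhibition above about 50% at the single tested dose, limit read from the data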;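 also: plate controls were DMSO wells with enzyme for no effect and DMSO wells lacking enzyme for full effect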
SENP8 block-1: human SENP8 protease inhibitors, primary screen, biochemical, fluorescence, Nedd8 protein substrate, uHTS. AID 602440, 2012. 0.64% of 360,000 active. inhibition, % at 20 µM. recombinant SENP8. Sentrin-specific protease 8 (Homo sapiens), Q96LD8; in the data active = inhibition mostly above about 40%, no sharp cut-off; inactive = mostly below about 27%
Target sequence (Q96LD8 whole entry, looked up): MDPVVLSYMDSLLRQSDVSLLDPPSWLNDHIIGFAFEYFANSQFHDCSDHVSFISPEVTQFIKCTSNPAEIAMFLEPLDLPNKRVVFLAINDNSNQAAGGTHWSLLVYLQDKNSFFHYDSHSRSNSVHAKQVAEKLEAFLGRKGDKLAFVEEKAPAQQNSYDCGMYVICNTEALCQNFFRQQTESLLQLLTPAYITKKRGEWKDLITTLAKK
SENP8 block-2: SENP8 protease inhibitors, primary screen, biochemical, luminescence; Sentrin-specific protease 8 (Homo sapiens), Q96LD8; purified SENP8, Z-RLRGG-aminoluciferin cleavage; inhibition, % at 10 µM; 1.2% of 330,000 active; AID 2540, 2010; in the data active = inhibition above about 50%
HKDC1 inh: HKDC1 hexokinase inhibitors, primary screen, biochemical, fluorescence, uHTS; Q2TB90; recombinant HKDC1, G6PDH/diaphorase resazurin coupled fluorescence; inhibition, % at 20 µM; 0.16% of 340,000 active; AID 493160, 2011;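 active = inhibition above about 35% when tested at 20 µM, limit read from the data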;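 also: plate controls were DMSO wells with enzyme for no effect and DMSO wells lacking enzyme for full effect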
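Test system: recombinant HKDC1 (HK5) hexokinase enzyme, produced in-house / Doses: 20 µM test compound, 1% DMSO / Timing: 90 min, room temperature / Detection: G6PDH/diaphorase-coupled fluorescence, 1 mM NADP, 100 µM resazurin, 525/613 nm / Control set: DMSO wells with and without enzyme mix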
NALP3 yeast inh: NALP3 inflammasome inhibitors in reconstituted yeast, primary screen, luminescence, uHTS; Yeast reconstituted NLRP3/ASC/caspase-1, beta-gal luminescence, 24 h; inhibition, % at 10 µM; 0.39% of 330,000 active; AID 2825, 2010;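 active = inhibition of 50% or more; inactive = inhibition below 50%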;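 also: plate controls were induced DMSO wells for no effect and uninduced yeast grown without galactose for full effect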
Numbers without * were called inactive; i = inactive; . = not tested or not shown.

SMILES	Apaf1 inhib	SENP1 FRET inh	SENP7 inh	PfG6PD inh	SENP6 block	SENP8 block-1	SENP8 block-2	HKDC1 inh	NALP3 yeast inh
Cc1ccc(C)c2c(SC(C)C(=O)NCc3ccco3)nc(-c3ccccc3)nc12 (stereo unspecified)	5	2	1	1	4	21	5	-8	5
Cc1cc(NC(=O)CN2CCCCC2C)no1 (stereo unspecified)	-4	0	2	1	-4	16	5	-2	0
CC(C)C(c1nnnn1CC1CCCO1)N1CCN(C2CCCC2)CC1 (stereo unspecified)	-11	1	6	-15	-18	20	3	4	-6
Cc1cccc(C(=O)NCCCNC(=O)c2ccccn2)c1	-12	0	4	-9	-20	7	-3	-2	10
Cc1cccc2cc(CN(Cc3cccs3)C3(c4nnnn4C4CCCC4)CCCC3)c(=O)[nH]c12	19	2	1	5	-1	-8	3	1	-11
O=C(CCNS(=O)(=O)c1ccc(Cl)cc1)N1CCN(c2ncccn2)CC1	-1	2	-8	1	-14	-26	-2	-2	16
CN(C)S(=O)(=O)c1cccc(NC(=O)c2cnccn2)c1	-10	.	3	.	-5	.	5	.	3
CCn1c(SCC(=O)NNC(=O)c2ccc(OC)cc2)nnc1-c1ccco1	1	2	0	4	18	8	0	-6	10
COc1ccc(C(=O)N2c3ccccc3C(=O)OC2c2ccc3c(c2)OCO3)cc1 (stereo unspecified)	17	2	6	24	28	3	7	-1	6
Cc1ccc(S(=O)(=O)N2CCOCC2)cc1C(=O)Nc1ccncc1	12	1	-12	-15	3	21	-13	-6	6
O=C(NN1CCOCC1)c1cc(-c2ccc(Cl)c(Cl)c2)nc2ccccc12	-5	0	13	-5	-19	17	-4	8	17
O=C(CCCC1=NS(=O)(=O)c2ccccc2N1)N1CCN(c2ccccc2)CC1	0	2	6	-14	-3	15	-1	-2	3
CC1CCC2(CC1)NC(=O)N(Cc1cc(=O)n3ccsc3n1)C2=O (stereo unspecified)	-11	.	2	-2	0	.	-1	-2	7
CC(C)(C)NC(=O)NC(=O)CN1CCN(c2ccccc2O)CC1	5	3	5	-3	2	12	-5	-7	0
N#CCC(=N)N1CCN(c2cccc(Cl)c2)CC1	2	-4	14	-9	-7	-18	-5	4	-8
O=C(CNC(=S)N(Cc1ccccc1F)C1CCCCC1)NC1CC1	3	2	1	7	7	8	3	0	9
O=C(NCC1CCCO1)c1ccccc1 (stereo unspecified)	-6	1	2	-8	3	26	-2	-5	3
Cc1ccc(-n2nc(C(=O)NN)c(C)c(C#N)c2=O)cc1Cl	19	3	-8	-17	-3	7	-5	-1	9
CC(=O)Nc1nc(C=C(Cl)Cl)cs1	-8	-7	0	17	-2	18	2	-2	-2
COCCN(C(=O)COC(=O)c1ccccc1Nc1ccccc1)c1c(N)n(Cc2ccccc2)c(=O)[nH]c1=O	35	-6	6	16	3	-268	5	1	9
CC(C)Nc1nc(Cl)nc(NNC(=O)C(C)Oc2ccccc2)n1 (stereo unspecified)	37	4	-11	1	-15	16	-7	-3	2
CC(C)CCOc1ccc(/C=C2\CCn3c2nc2cc(C(=O)O)ccc2c3=O)cc1	.	-3	.	-31	.	-437	.	13	.
COCCN(C(=O)c1cc(Cl)ccn1)c1c(N)n(Cc2ccccc2)c(=O)[nH]c1=O	8	-1	-14	1	-24	-9	-13	5	8
CCOC(=O)C1=C(CSc2nc3ccccc3s2)NC(=O)NC1c1cccc([N+](=O)[O-])c1 (stereo unspecified)	19	2	-13	-9	-16	10	-17	8	13
Cc1cccc(-n2ncc3c2CCCC3NC(=O)CCCN2CCCCC2=O)c1C (stereo unspecified)	-3	0	-2	-12	-11	12	-7	-4	3
CC(=O)Nc1cccc(NC(=O)c2cccc(OCc3ccccc3)c2)c1	14	4	-7	12	-51	7	-8	-7	-1
O=C(N/N=C1\CCSC1)c1cc(Cl)ccc1O	2	3	3	26	18	-370	6	-9	4
CC(C)c1nnc(NC(=O)C2c3ccccc3Oc3ccccc32)s1	16	-1	1	13	-23	22	0	-3	7
CCCn1c(SCC(=O)NC(C)c2ccccc2)n[nH]c1=O (stereo unspecified)	-11	1	7	5	-11	8	5	1	7
Cc1ccc(S(=O)(=O)N2CCOCC2)c(C)c1-n1cnnn1	-13	1	2	-8	-16	16	10	10	-6

Some values from the results shown.
Cc1ccc(S(=O)(=O)N2CCOCC2)cc1C(=O)Nc1ccncc1 in HKDC1 inh → -6
N#CCC(=N)N1CCN(c2cccc(Cl)c2)CC1 in SENP8 block-1 → -18

Next structures follow:
SMILES	Apaf1 inhib	SENP1 FRET inh	SENP7 inh	PfG6PD inh	SENP6 block	SENP8 block-1	SENP8 block-2	HKDC1 inh	NALP3 yeast inh
CCn1ncc(Br)c1C(=O)Nc1c(C)nn(Cc2c(F)c(F)c(F)c(F)c2F)c1C	-9	1	3	-9	3	8	-2	-5	6
C/C(=N\NC(=O)COc1cc(C)cc(C)c1)c1ccc(N2CCOCC2)cc1	8	-1	-3	-11	-6	-36	0	-9	20
O=C(Nc1ccccc1)c1c(F)c(F)c(F)c(F)c1F	-16	1	0	8	-14	20	-3	-9	-30
Cn1c(=O)cc(Nc2ccccc2)c2c(=O)n(-c3ccccc3)c(=O)n(-c3ccccc3)c21	-12	5	-1	-7	-15	21	1	-2	3
CNC(=O)/C(C#N)=C/c1ccc(-c2ccccc2[N+](=O)[O-])o1	-1	-9	-3	19	13	21	11	-2	21
Cc1ccc(C)c(NC(=O)COc2coc(CN3CCc4ccccc43)cc2=O)c1	19	0	12	14	-17	11	-8	-2	21
O=C1CCC(C(=O)N2CCCC2)CN1CCc1cccc(F)c1 (stereo unspecified)	-8	2	-1	3	9	11	2	-6	1
COC(=O)c1c(NC(=O)C2Cc3ccccc3C(=O)O2)sc2c1CCCC2 (stereo unspecified)	11	-1	-9	-7	-17	-26	-2	-2	8
Cc1ccccc1CC(=O)NCC1CCCCC1	4	1	0	8	1	15	-1	-4	-29
COc1ccc(C(=O)NC2CC2)cc1OC1CCN(Cc2cnn(C)c2C)CC1	2	1	0	3	0	8	-7	-4	15
O=C(NCCC(=O)N1CCN(c2cccc(Cl)c2)CC1)c1ccc(Br)cc1	44*	4	3	-13	-5	22	-2	0	15
CC(C)NS(=O)(=O)c1ccc(OCC(=O)N2CCCC2)cc1	-6	1	-8	3	-16	5	4	-10	-1
COc1ccc(CCNC(=O)c2cc(S(=O)(=O)N3CCOCC3)ccc2F)cc1	-6	-1	1	1	2	-22	7	-1	-2
CCc1ccccc1NC(=O)CN1CCN(C(=O)CN2C(=O)NC3(CCCC3)C2=O)CC1	1	-5	-6	-3	-19	5	-12	-5	3
Cc1ccc2c(C(=O)CSc3ccccc3)c(C)[nH]c2c1	-5	1	-8	5	1	16	-13	-14	1
CC(C)CNC(=O)CN1c2cccc3cccc(c23)S1(=O)=O	-4	0	-5	-4	-9	-312	-5	1	7
CS(=O)(=O)N1CCN(c2ccccc2NC(=O)c2cccnc2Cl)CC1	-1	-3	12	12	-3	26	3	-6	-1
CC1(C)CNC(=O)C=C(c2ccccc2)C1	-2	-57	-6	-7	-5	-61	-5	7	10
COc1ccc(C(=O)N2CCN(C3CCN(Cc4ccccc4)CC3)CC2)cc1OC	4	-1	-3	-3	-19	22	-10	-3	14
Cc1c(OCC(=O)NC(Cc2ccc(Cl)cc2)C(=O)O)ccc2c1oc(=O)c1ccccc12 (stereo unspecified)	-8	1	9	-30	0	-193	-4	5	9
COc1cccc(/C=N\NC(=O)c2sc(N)nc2C)c1OC	-2	-4	14	8	22	-291	1	-1	-15
Cc1ccc(SCc2cc(=O)c3c(=O)n(-c4ccccc4)[nH]c3[nH]2)cc1	27	3	2	-7	6	18	4	5	8
Cc1cc(C)c(C)c(S(=O)(=O)N2CCNCC2)c1C	-4	3	-6	5	-15	6	-5	-2	1
O=[N+]([O-])c1ccc(S(=O)(=O)N2CCC3(CC2)OCCN3S(=O)(=O)c2cccs2)cc1	8	1	-2	-19	-6	7	1	-19	24
Cc1ccc(N2C(=O)C3C4C=CC(CNC(=S)Nc5ccc(Cl)cc5)(O4)C3C2=O)cc1 (stereo unspecified)	14	0	6	11	-5	6	2	0	19
CCOC(=O)C1CCN(C(=O)c2ccccc2NC(=O)c2ccc(Br)cc2)CC1	-14	1	-3	5	7	16	13	-9	16
Cc1nc2ncc(Br)cc2[nH]1	2	0	6	-10	0	6	3	-5	6
Cc1cccc(NC(=O)Nc2ccc(C)c(C)c2)n1	1	0	49	-6	17	12	-19	1	28
O=C(CNC(=O)c1ccc(Cl)cc1Cl)OCCOc1ccccc1F	10	2	0	1	0	12	-7	-4	2
Cc1cccc(NS(=O)(=O)c2csc(C(N)=O)c2)c1C	0	0	-2	3	19	13	8	-2	1
Cc1cc(OCC#N)nc(N)n1	-6	-2	6	-9	11	10	9	-3	-3
CCOC(=O)N1CCN(C(=O)c2nc3ccccc3s2)CC1	1	4	1	5	-1	12	2	3	11
COc1ccc(CCNC(=O)CCSc2nc(-c3ccco3)cc(C(F)(F)F)n2)cc1	18	2	3	-9	-1	13	0	-9	14
COc1ccc(C(=O)COC(=O)C2COc3ccccc3O2)cc1F (stereo unspecified)	4	2	-6	0	-6	3	-14	-2	12
COc1ccccc1NC(=O)c1cccc(S(=O)(=O)N2CCN(Cc3ccccc3)CC2)c1	33	1	12	11	-1	14	-9	-2	10
Cc1ccc(C)c(NC(=O)NC2CCCCCCC2)c1	9	1	-1	-10	14	6	4	-4	2
CCc1nc(N)c(C#N)c(-c2cccc3ccccc23)c1C	-6	-2	2	20	-2	i	-7	0	11
CC1CCCCC1NC(=O)Cn1nnc2ccccc2c1=O (stereo unspecified)	-198	2	-10	-11	-13	18	-13	3	16
Cn1c(=O)[nH]c(=O)c2c1nc(N1CCN(C(c3ccccc3)c3ccccc3)CC1)n2CCO	6	-3	3	-12	9	15	5	-5	7

3 compounds from above, arranged by the value under NALP3 yeast inh, lowest first.
compound	SENP1 FRET inh	SENP7 inh	PfG6PD inh	SENP6 block	HKDC1 inh	NALP3 yeast inh
CCOC(=O)N1CCN(C(=O)c2nc3ccccc3s2)CC1	4	1	5	-1	3	11
COc1ccc(C(=O)COC(=O)C2COc3ccccc3O2)cc1F (stereo unspecified)	2	-6	0	-6	-2	12
Cc1ccc(C)c(NC(=O)COc2coc(CN3CCc4ccccc43)cc2=O)c1	0	12	14	-17	-2	21

Quoted from above, two compounds:
SMILES	Apaf1 inhib	SENP1 FRET inh	SENP7 inh	PfG6PD inh	SENP6 block	SENP8 block-1	SENP8 block-2	HKDC1 inh	NALP3 yeast inh
CC1CCCCC1NC(=O)Cn1nnc2ccccc2c1=O (stereo unspecified)	-198	2	-10	-11	-13	18	-13	3	16
Cn1c(=O)[nH]c(=O)c2c1nc(N1CCN(C(c3ccccc3)c3ccccc3)CC1)n2CCO	6	-3	3	-12	9	15	5	-5	7

Screening data as filed in PubChem BioAssay.
